M. tuberculosis HTS – M. tuberculosis growth inhibition, HTS (AID 449762); M. tuberculosis H37Rv growth inhibition, 7H9 media; higher % means a stronger effect; inhibition, % at 25 µM; hits with a dose series show IC50 in µM; actives 0.59% (n = 330,000); in the data active = a potency from the dose series; inconclusive = inhibition above about 70% without an active follow-up result;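 note: bacterial growth assessed after seven days of incubation; strong numbers were not always called active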
tuberculosis growth – growth inhibition of non-replicating M. tuberculosis (AID 488890) | Mycobacterium tuberculosis non-replicating, growth inhibition; higher % means a stronger effect | one-dose inhibition, % at 25 µM; IC50 in µM for titrated hits | actives 0.39% (n = 320,000); in the data active = a potency from the dose series; inconclusive = inhibition mostly from about 82% at the one dose, without a potency; inactive = the rest, 99 in 100 with inhibition below about 76%;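 note: plate controls were DMSO cells for no effect and high antibiotic wells for full effect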
inhibitors of VEEV – inhibitors of VEEV TC-83 cytopathic effect, confirmation, Vero cells (AID 588727); actives 0.13% (n = 350,000); Vero cells, VEEV TC-83 cytopathic effect inhibition; higher % means a stronger effect; inhibition, % at 20 µM; hits with a dose series show IC50 in µM; in the data active = a potency from the dose series; inconclusive = inhibition mostly from about 14% at the one dose, without a potency; inactive = the rest, 99 in 100 with inhibition below about 12%; note: strong numbers were not always called active
H1N1 NS1A inhibition – H1N1 influenza NS1A inhibitors, functional cell based assay (AID 504329). NS1A functional cell-based assay, percent inhibition; higher % means a stronger effect. one-dose inhibition, % at 12.5 µM; IC50 in µM for titrated hits. actives 0.3% (n = 340,000); in the data active = a potency from the dose series; inconclusive = inhibition above about 27% without an active follow-up result; note: strong numbers were not always called active
PhoP GFP inhibition – Inhibition of PhoP regulon, Salmonella typhi GFP reporter cells, confirmation, 4 h (AID 1850) | inhibition, % at 50 µM, or IC50 in µM where a hit was titrated | Salmonella Typhi PhoP-promoter GFP reporter, fluorescence, 4 h; higher % means a stronger effect | actives 0.33% (n = 310,000); in the data active = a potency from the dose series; inconclusive = inhibition mostly from about 25% at the one dose, without a potency; inactive = the rest, 99 in 100 with inhibition below about 19%;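 note: 0% = induced wells with vehicle and 100% = uninduced wells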
inhibitors of VEEV 10K pilot screen – also measured in inhibitors of VEEV; calls as there; inhibition, %; measured here: 10K pilot screen inhibition
* hit, by the source's call; i = inactive; ? = inconclusive; . = no result given.

Sample of the layout, 12 compounds:
SMILES | M. tuberculosis HTS | tuberculosis growth | inhibitors of VEEV | H1N1 NS1A inhibition | PhoP GFP inhibition | others
N#C/C(=C\c1ccc(OCc2ccccc2)cc1)C(=O)Nc1ccc(C(=O)O)cc1 | 4.3% | 40.9% | . | . | 4.2%
O=C(C[n+]1ccccc1)N/N=C/c1ccccc1[N+](=O)[O-] | 3.4% | -9.9% | 0.4% | 0.9% | -5.0%
CN(CCCNC(=O)C1CCN(S(=O)(=O)c2cccc3nsnc23)CC1)Cc1ccccc1 | -9.5% | . | i | 3.4% | -5.3%
Cc1occc1C(=O)Nc1cc(S(=O)(=O)N2CCOCC2)ccc1OC(C)C | -3.1% | 12.6% | 0.8% | 8.1% | .
CCCCN(C)C(=O)c1nc2ccccn2c1CN1CCN(C(=O)c2cccs2)CC1 | -6.9% | -12.5% | 0.5% | -1.9% | 0.4%
COC(=O)C1=C(c2ccc(Cl)c(C(F)(F)F)c2)C[C@@H]2CC[C@H]1N2C(=O)NCCCOC(C)C | -2.0% | 18.9% | 0.8% | 3.9% | .
COc1ccccc1Oc1ccccc1C(=O)O | -5.6% | -1.9% | 0.8% | 0.6% | -6.9%
CC[C@@H]1[C@H]2CCCC(=O)N3CC[C@@H](C[C@H]1O)[C@@H]23 | -11.7% | -10.9% | 0.4% | -9.6% | 9.0%
NNc1nc(-c2ccccc2)nc2sc3c(c12)CCCC3 | -3.1% | 10.8% | 1.0% | -2.3% | 6.7%
COc1ccc(CCn2c(O)c(C3=c4ccccc4=NC3=O)sc2=S)cc1OC | 1.4% | -1.0% | 1.1% | -2.4% | 2.1%
CCOc1ncccc1C(=O)OCC(=O)NCc1cccs1 | 3.9% | -2.8% | 1.2% | -9.0% | .
O=C(COc1ccccc1)c1cn(CC(=O)N2CCCC2)c2ccccc12 | 0.6% | 13.8% | 0.5% | 5.5% | -3.7%

Results (from the top)
SMILES | M. tuberculosis HTS | tuberculosis growth | inhibitors of VEEV | H1N1 NS1A inhibition | PhoP GFP inhibition | others
N#C/C(=C\c1ccc(OCc2ccccc2)cc1)C(=O)Nc1ccc(C(=O)O)cc1 | 4.3% | 40.9% | . | . | 4.2%
O=C(C[n+]1ccccc1)N/N=C/c1ccccc1[N+](=O)[O-] | 3.4% | -9.9% | 0.4% | 0.9% | -5.0%
CN(CCCNC(=O)C1CCN(S(=O)(=O)c2cccc3nsnc23)CC1)Cc1ccccc1 | -9.5% | . | i | 3.4% | -5.3%
Cc1occc1C(=O)Nc1cc(S(=O)(=O)N2CCOCC2)ccc1OC(C)C | -3.1% | 12.6% | 0.8% | 8.1% | .
CCCCN(C)C(=O)c1nc2ccccn2c1CN1CCN(C(=O)c2cccs2)CC1 | -6.9% | -12.5% | 0.5% | -1.9% | 0.4%
COC(=O)C1=C(c2ccc(Cl)c(C(F)(F)F)c2)C[C@@H]2CC[C@H]1N2C(=O)NCCCOC(C)C | -2.0% | 18.9% | 0.8% | 3.9% | .
COc1ccccc1Oc1ccccc1C(=O)O | -5.6% | -1.9% | 0.8% | 0.6% | -6.9%
CC[C@@H]1[C@H]2CCCC(=O)N3CC[C@@H](C[C@H]1O)[C@@H]23 | -11.7% | -10.9% | 0.4% | -9.6% | 9.0%
NNc1nc(-c2ccccc2)nc2sc3c(c12)CCCC3 | -3.1% | 10.8% | 1.0% | -2.3% | 6.7%
COc1ccc(CCn2c(O)c(C3=c4ccccc4=NC3=O)sc2=S)cc1OC | 1.4% | -1.0% | 1.1% | -2.4% | 2.1%
CCOc1ncccc1C(=O)OCC(=O)NCc1cccs1 | 3.9% | -2.8% | 1.2% | -9.0% | .
O=C(COc1ccccc1)c1cn(CC(=O)N2CCCC2)c2ccccc12 | 0.6% | 13.8% | 0.5% | 5.5% | -3.7%
Nc1nc(-c2ccccc2)cs1 | ? | 31.7% | 1.8% | 5.2% | 7.3%
OCC[C@@H]1C[C@@H](O)[C@H](O)[C@]2(OCCCc3ccccc32)O1 | -1.9% | -13.4% | 0.2% | 1.6% | 1.3% | inhibitors of VEEV 10K pilot screen=1.9
Cc1ccccc1NC(=O)NCC1CCN(Cc2cccc(Cl)c2)CC1 | 5.8% | -2.1% | i | 16.6% | -0.6%
COC(=O)Cn1c(=NC(=O)C(C)C)sc2c(C)cc(C)cc21 | -7.3% | -5.5% | 0.6% | -4.6% | -6.6%
CCOCCCN(C)C1CCN(C(=O)c2oc3ccccc3c2NC(=O)Cc2ccc([N+](=O)[O-])cc2)CC1 | 4.4% | 44.4% | i | 6.5% | 6.2%
O=C(CCc1ccccn1)N1CCCC(N2CCN(c3cccc(C(F)(F)F)c3)CC2)C1 (stereo unspecified) | 7.5% | 25.7% | i | -1.1% | 5.0%
O=C(CC1SC(N2CCCCC2)=NC1=O)Nc1cccc(C(F)(F)F)c1 (stereo unspecified) | -0.3% | 1.2% | 1.9% | 3.2% | -6.9%
COc1ccc(CC(=O)NCC(=O)N/N=C/c2c[nH]c3ccccc23)cc1 | -2.6% | 1.2% | 1.5% | -2.7% | -1.2%
CC(=C\c1ccco1)/C=C(\C#N)C(=O)NCCc1c[nH]c2ccccc12 | -7.2% | 15.4% | 2.3% | -1.6% | -5.5%
COc1ccc(C(C)=O)cc1CC(=O)NCCCn1ccnc1 | 5.9% | 0.8% | 0.6% | -2.9% | 8.6%
O=C(COC(=O)c1cccs1)c1ccccc1 | 45µM* | ? | 0.6% | -14.5% | -5.9%
COc1ccc(OC)c(NS(=O)(=O)c2ccc(-c3coc(C)n3)cc2)c1 | 0.8% | 17.3% | 0.7% | 1.0% | -4.4%
COc1ccc(CCNC(=O)c2ccc(CS(=O)(=O)c3ccc(Cl)cc3)o2)cc1OC | -1.7% | 19.5% | 0.3% | -2.1% | -6.6%
Cc1cc(C)n(/N=C/c2c[nH]c3ccccc23)c(=O)c1C#N | 8.9% | -2.8% | 0.1% | 1.4% | -0.1%
COc1ccc2[nH]c(C)c(C(=O)CN3CCN(C/C=C/c4ccccc4)CC3)c2c1 | -5.3% | 53.2% | 3.0% | 0.7% | 3.5%
COc1ccc(Cl)cc1NC(=S)N1CCCC1 | 6.4% | 8.2% | 1.5% | 1.3% | -1.1%
COc1cc2cc(Oc3ccc4ccc(=O)oc4c3)c(=O)oc2cc1OC(=O)C=C(C)C | 1.5% | -6.0% | . | . | -14.8%
O=C(Nc1nnc(-c2ccccc2Cl)s1)c1ccccc1F | 6.3% | -11.6% | 1.9% | -10.8% | 7.8%
CC(C)Nc1nc(-c2ccccc2)nnc1-c1ccccc1 | 9.9% | 24.2% | 7.0% | -7.9% | -19.5%
COc1ccccc1OCCn1nnc2ccccc21 | 4.9% | -1.6% | 0.6% | -8.3% | -1.0%
CCN(CC)C(=O)COc1ccc(/C(C)=N/NC(=O)c2ccccc2-n2cccc2)cc1 | -3.2% | 0.2% | 10.2% | -1.2% | -5.2%
COCCN(C(=O)CSc1nc2ccc(OC)cc2[nH]1)c1c(N)n(Cc2ccccc2)c(=O)[nH]c1=O | -3.4% | 3.7% | 3.4% | -2.4% | 4.0%
O=C(CCN1C(=O)/C(=C/c2ccccc2)SC1=S)N1CCCCCC1 | ? | ? | 10.5% | 20.9% | -0.5%
CC1CCN(S(=O)(=O)c2ccc3c(c2)oc(=O)n3C)CC1 | 1.8% | -10.2% | i | -3.2% | -11.9%
COC(=O)/C=C1\SC(=NC(=O)c2ccc(C)cc2)NC1=O | 21.1% | 66.4% | 2.3% | -10.4% | 6.1%
CCn1c(Cc2ccccc2)nnc1SCC(=O)NC1CCCC1 | -5.1% | -0.6% | i | 2.9% | -8.0%
CN(C(=O)c1cccc(NC(=O)Cc2ccc(NC(=O)C3CCN(C(=O)C4CCCCC4)CC3)cc2)c1)C1CCCCC1 | . | . | 0.4% | 16.7% | .
CCc1nnc(NC(=O)CSc2nc3ccccc3s2)s1 | 1.2% | ? | i | 14.9% | -5.1% | inhibitors of VEEV 10K pilot screen=0.2
COc1ccc(NS(=O)(=O)c2cccc(C(=O)OCC(=O)Nc3cc(C)on3)c2)cc1 | -6.2% | 1.9% | 1.0% | 12.6% | -10.1%
COc1ccc(N2CCN(C(=O)CSc3ccccc3)CC2)cc1 | -17.3% | 71.9% | 0.6% | 6.2% | -3.4%
COc1nc(C)cc(C)c1S(=O)(=O)c1ccccc1C | 9.1% | -11.8% | 0.1% | -23.6% | -8.1%
CC1(C)OC(=O)C(=NNc2ccc(Cl)cc2)C(=O)O1 | 91.7% | 5.7% | 0.7% | -3.6% | -7.8%
COc1ccc(N2CCN(CC(O)COc3c(OC)cccc3OC)CC2)cc1 (stereo unspecified) | -3.8% | 17.9% | 0.8% | 1.5% | 0.0%
Cc1cccc([C@@H]2[C@@H]3C(=O)N(Cc4ccccc4)C(=O)[C@@H]3[C@]3(CC(C)C)C(=O)N(c4cccc(Cl)c4)C(=O)N23)c1 | -0.7% | 51.8% | i | 4.9% | -1.7%
COc1ccc(OC)c(NC(=O)CSc2nc(N)c(-c3ccccc3)c(=O)[nH]2)c1 | 1.7% | 1.1% | 4.3% | 11.8% | -13.1%
NS(=O)(=O)c1ccc(-c2ccc(/C=C3\SC(=S)N(C4CCS(=O)(=O)C4)C3=O)o2)cc1 (stereo unspecified) | 0.2% | 2.8% | 5.0% | -10.4% | 0.9%
Cc1ccc2[nH]c(=O)c(CN(CC3CCCO3)S(=O)(=O)c3cccc4nsnc34)cc2c1 (stereo unspecified) | 2.4% | 24.6% | i | -0.8% | 0.2%
O=C(NC(=S)Nc1ncccn1)c1ccccc1Br | -1.7% | -2.3% | i | 3.5% | -9.1%
Later entries.
SMILES | M. tuberculosis HTS | tuberculosis growth | inhibitors of VEEV | H1N1 NS1A inhibition | PhoP GFP inhibition | others
CC(NC(=O)[C@H](C)NC(=O)[C@@H]1CSC2c3ccccc3C(=O)N21)c1ccccc1 (stereo partly specified) | 0.5% | -4.2% | 3.0% | 5.3% | 10.1%
O=C(c1cccc(Cl)c1)N1CCN(Cc2ccccc2F)CC1 | -6.9% | 10.3% | i | -1.5% | 0.9%
CC(C)CCNC(=O)[C@@H](NC(=O)c1c(F)cccc1F)C(C)C | 8.2% | -1.6% | 2.3% | -1.3% | -2.3%
Cc1ccc(S(=O)(=O)N(C)CC(=O)Oc2ccc(-c3nnco3)cc2)cc1 | 0.2% | -7.5% | 2.1% | -2.7% | -0.2%
O=C(CCC(=O)OCC(=O)c1ccc(C(F)(F)F)cc1)OCC(=O)c1ccc(C(F)(F)F)cc1 | 7.7% | -4.3% | 1.6% | . | -12.5%
FC(F)(F)c1cccc(Cn2nnnc2-c2ccc(Cl)cc2)c1 | -6.0% | 20.6% | i | -0.8% | 11.0%
O=C1CC(c2ccccc2)SC(N(c2ccccc2)c2ccccc2)=N1 (stereo unspecified) | 4.5% | 2.9% | 0.2% | 3.0% | -4.7%
CCn1cc(CN2CCc3c([nH]c4ccccc34)C2c2ccc(F)c(OC)c2)c(C)n1 (stereo unspecified) | 23.1% | 41.3% | 4.5% | 5.3% | -12.1%
Cc1ccc(SCc2ccc(C(=O)Nc3nccs3)o2)cc1 | ? | ? | 7.5% | -2.0% | -10.5%
CC(CCc1ccccc1)NC(=O)CCC(=O)N1CCC(C(=O)O)CC1 (stereo unspecified) | -3.3% | 9.4% | 0.4% | -1.9% | -9.8%
CCC(c1nnnn1CCOC)N1CCN(Cc2ccccc2)CC1 (stereo unspecified) | -8.1% | -2.6% | 0.2% | -7.0% | 4.9%
CCCCCCn1c(N2CCCC2)nc2c1c(=O)n(C)c(=O)n2C | -0.4% | 26.2% | 3.2% | -10.8% | -5.3%
CCn1c(CNC(=O)c2ccccc2Br)nnc1SCC(=O)Nc1nncs1 | 7.1% | -15.6% | 1.3% | 3.4% | -14.4%
O=C(O)c1cccc(Oc2ccc([N+](=O)[O-])cc2)c1 | 5.9% | 56.5% | i | -7.7% | -5.9% | inhibitors of VEEV 10K pilot screen=1.0
COc1ccc(/C=N/NC(=O)c2cc(-c3ccccc3)nc3ccccc23)c(OC)c1 | 3.7% | 21.0% | 1.5% | -1.5% | -9.2%
COc1cccc(CC2(CO)CCN(C(=O)NC3CCCCC3)CC2)c1 | 11.3% | 0.2% | 0.3% | -9.2% | -0.4%
CC(=O)NCCc1ccc(C(=O)COC(=O)C2CCCCC2)cc1 | -1.5% | 10.2% | 4.6% | -6.4% | .
CCc1ccc2oc(-c3cc(N=Cc4cccc(OC)c4O)ccc3O)nc2c1 | 35.8µM* | ? | . | . | 8.7%

Rows were taken by chance; about 1.6% have a hit in one of these screens.
